Dynein cargo inh: blocks dynein driven cargo transport along microtubules; 3617.4 mouse cells, GR-EGFP nuclear translocation imaging; test concentration mostly 20 µM; stimulated with dexamethasone, 1 µM; hits give low values; z-score, hits read low; 220,000 tested, 0.47% active;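 active = plate z-score of nuclear minus cytoplasmic receptor signal below a set negative limit, without overly bright fluorescence or cell loss, cut at about -3.5 in these data, passing the limit was not always enough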;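 note: z-score of nuclear minus cytoplasmic ring GR-EGFP intensity difference per well; some compounds called inactive have numbers as strong as hits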
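medium = tetracycline-free induction medium containing charcoal-stripped FBS | also added = 1.0 µM final dexamethasone stimulus | schedule = 48 h induction, 1 h compound, 30 min dex at 37 °C | technique = fixed, Hoechst-stained cells imaged at 10x for EGFP | measure = GR-EGFP nuclear translocation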
MT stabilize HCS: microtubule stabilization, imaging screen; HeLa tubulin immunostaining HCS, 24 h; share of cells brighter than vehicle mean+2SD; % tubulin-high responders, % at 10 µM; 200,000 tested, 0.83% active; AID 2205;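 active = plate Z-score above 3 for both tubulin-high and condensed-nucleus cell shares, with cell loss under 80%, at 10 µM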;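 note: anti alpha tubulin signal scored within the nucleus-defined area of each cell; some results filed as inactive read as strong as hits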
Yfh1-depleted yeast: enhancers of respiration in Yfh1-depleted yeast, dose response, Friedreich's ataxia, plus single-dose screen (AID 1465); S. cerevisiae Yfh1-off respiration, WST-1 reduction, 72 h; higher fold induction means a stronger effect; one-dose fold induction at 50 µM; EC50 in µM for titrated hits; 220,000 tested, 0.074% active;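 active = fold induction of absorbance versus untreated yeast above a set limit, then at least 30% activation at any dose in follow-up; inconclusive = repeats straddling the limit, or above it without dose testing; inactive = fold induction below the set limit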;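 note: activators that raise dye reduction in frataxin-depleted yeast; strong numbers were not always called active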
P. falciparum M17LAP: P. falciparum M17LAP inhibitors, primary screen, biochemical, fluorogenic H-Leu-NHMec substrate, 1536-well (AID 1619). recombinant M17LAP, H-Leu-NHMec fluorogenic kinetic assay; higher % means a stronger effect. one-dose inhibition, % at 30 µM; IC50 in µM for titrated hits. 220,000 tested, 0.38% active;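 active = compound inhibiting the enzyme by more than half at any dose during confirmatory dose-response retesting; inconclusive = strong single-dose inhibitors picked by rank but not retested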;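 note: plate controls were full reaction with DMSO carrier for no effect and no enzyme background for full effect; strong numbers were not always called active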
Hep lipid drop: modulators of hepatic lipid droplet formation; AML12 mouse hepatocytes, oleate lipid droplets, BODIPY imaging; inhibition, % at 6.5 µM; 240,000 tested, 0.4% active;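 active = lipid droplet intensity inhibited by at least 50%, with more than 500 cells counted; inconclusive = wells with under 300 cells, treated as cytotoxic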
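Technique: fluorescence imaging, 20x objective, two fields per well / Assay system: AML12 hepatocytes (mouse) / Measure: % inhibition of lipid droplet signal / Doses: 6.5 µM single-point dosing / Incubation: overnight exposure / Reagent: 100 µM oleic acid challenge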
M1AAP inhibition: malaria alanyl aminopeptidase activity blockers – biochemical, fluorogenic H-Leu-NHMec substrate, 1536-well (AID 1445); recombinant M1AAP, H-Leu-NHMec fluorogenic kinetic assay; higher % means a stronger effect; inhibition, % at 30 µM, or IC50 in µM where a hit was titrated; 220,000 tested, 0.42% active;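 active = primary inhibition above the hit cutoff, then over 50% inhibition at one or more dose response concentrations, cut at about 23% in these data, passing the limit was not always enough; inconclusive = conflicting primary data, or primary hits not chosen for dose response; inactive = low primary inhibition, or under 50% at every dose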;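 note: plate controls were DMSO full reaction for no effect and no enzyme background for full effect; strong numbers were not always called active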
Autophagy HCS: autophagy modulation, high-content screen. 190,000 tested, 0.98% active. MEF GFP-LC3 puncta imaging; test concentration mostly 10 µM. AID 463193. calls only at 10 µM (by protocol);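 active = percentage of spot-positive cells more than 3 SD above its plate mean, without a fluorescence outlier flag or 80% toxicity; inconclusive = no clear call, values can overlap the other calls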;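 note: spot-positive cell cutoff set from DMSO-treated cells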
CSM14.1 death rescue: rescue of cells from ER stress-induced death, primary screen, 384-well, CSM14.1, thapsigargin, ATP luminescence (AID 1222). 190,000 tested, under 10 active. CSM14.1 thapsigargin-induced death rescue, ATP luminescence; higher % means a stronger effect. cellular ATP content (survival), % at 20 µM; hits with a dose series show EC50 in µM;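 active = EC50 below 50 µM in the dose-response confirmation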;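 note: death triggered by thapsigargin at about 15 µM added after 2 h compound pretreatment; cell ATP read after overnight thapsigargin exposure of roughly 18 to 22 hours; normalized against plate controls of thapsigargin alone and 5% DMSO vehicle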
Insulin prom up: MIN6 insulin promoter up-regulation | MIN6 insulin promoter-GFP reporter, high-content imaging; hits give high values | z-score at 5 µM | 190,000 tested, 0.3% active;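 active = z-score above 3 at 5 µM with at least 500 cells counted in the well; inconclusive = wells under 500 cells, flagged as cytotoxic or low count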
Dynein cargo inh cytoplasmic EGFP: also measured in Dynein cargo inh; calls as there; z-score; measured here: cytoplasmic GR-EGFP intensity; hits give high values
Dynein cargo inh nuclear GR-EGFP: second read-out of Dynein cargo inh, no call of its own (marks repeat the call); z-score; measured here: nuclear GR-EGFP intensity;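 lower value marks the stronger effect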
Dynein cargo inh cell count: also measured in Dynein cargo inh; calls as there; z-score; measured here: cell count per field
Insulin prom up cell count: also measured in Insulin prom up; calls as there; cell count; measured here: cytotoxicity, nuclei count;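 total cells summed across four imaged fields per well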
Hep lipid drop cells 6.5 µM: further read-out of Hep lipid drop, marked with its call; cell count; measured here: cell count, cytotoxicity flag;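 cells counted across two imaged fields per well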
MT stabilize HCS Hoechst-high %: also measured in MT stabilize HCS; calls as there; % Hoechst-high responders; measured here: nuclear condensation Hoechst responders;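 share of cells brighter than vehicle mean plus two SD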
MT stabilize HCS cytotoxicity %: also measured in MT stabilize HCS; calls as there; toxicity, %; measured here: cytotoxicity by cell density;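 0% = mean cell density of plate MIN control wells and 100% = no cells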
Autophagy HCS cell loss 18 h: further read-out of Autophagy HCS, marked with its call; toxicity, %; measured here: cell loss, nuclei count;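 cell loss after 18 h compound exposure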
Active calls of the source: *; i = inactive; ? = inconclusive; . = no result given.

SMILES	Dynein cargo inh	Dynein cargo inh cytoplasmic EGFP	Dynein cargo inh nuclear GR-EGFP	Dynein cargo inh cell count	MT stabilize HCS	MT stabilize HCS Hoechst-high %	MT stabilize HCS cytotoxicity %	Yfh1-depleted yeast	P. falciparum M17LAP	Hep lipid drop	Hep lipid drop cells 6.5 µM	M1AAP inhibition	Autophagy HCS	Autophagy HCS cell loss 18 h	CSM14.1 death rescue	Insulin prom up	Insulin prom up cell count
Cn1c(O)c(/C=N/Nc2ccccc2)c(=O)n(C)c1=O	0.95	-0.18	0.65	-0.32	2.2	1.7	4.5	i	1%	23	678	8%	i	-1	0.4%	-0.29	1261
CC(C)NC(=O)c1cc(=O)n(C)c(=O)n1C	-0.23	-0.23	-0.44	0.51	3.9	2.6	7.2	i	-8%	-2	713	-2%	i	-19	.	1.5	1161
O=C(NCc1cccnc1)c1cccc(NC(=O)c2ccco2)c1	4	-0.056	3.8	-3.2	4.6	1.0	5.5	.	11%	6	692	3%	i	3	-0.6%	-0.24	1254
CCc1nnc(NC(=O)c2ccc3c(=O)n4c(nc3c2)CCCCC4)s1	1	-0.21	1.3	-1.1	.	.	.	i	-5%	7	754	7%	.	.	.	0.85	1097
O=C(NCC1CCCO1)c1ccc2c(c1)OCO2 (centres undefined)	1.2	-0.19	0.78	-0.96	5.2	3.3	11	i	-4%	.	.	1%	i	-7	-2.4%	.	.
COc1ccc(C(=O)NC2=Nc3ccccc3N=C(C)C2c2ccccc2)cc1 (centres undefined)	-0.82	-0.18	-0.49	0.96	.	.	.	i	-14%	-9	753	2%	.	.	.	-0.49	999
S=c1[nH]nc(-c2cc(-c3ccco3)[nH]n2)n1-c1ccccc1Cl	0.29	-0.2	0.99	0.86	3.0	2.0	5.9	i	-72%	.	.	21%	i	-32	-1.1%	1.4	1357
O=C1NC(NS(=O)(=O)c2ccccc2)(C(F)(F)F)C(=O)N1Cc1cccnc1 (centres undefined)	3.1	-0.16	1.3	-1.6	6.3	3.1	10	i	23%	.	.	12%	i	-12	-0.8%	0.65	1512
Cc1ccc(C(c2nnnn2C(C)(C)C)N(Cc2ccco2)Cc2cccs2)cc1 (centres undefined)	0.41	-0.18	0.33	0.057	5.3	3.3	1.7	i	8%	-32	783	3%	i	16	-0.9%	-2.6	1097
Cc1ccc(Cl)cc1N1CCN(Cc2cc(=O)n3ccsc3n2)CC1	1.2	-0.3	0.59	-1.1	1.9	1.4	2.7	i	1%	9	702	3%	i	-4	-0.2%	-0.23	1080
CCCCCC(=O)N1CCN(CCN=CC2=C(O)CC(c3ccco3)CC2=O)CC1 (centres undefined)	-0.53	-0.19	-0.15	0.42	1.7	1.3	2.4	i	10%	.	.	10%	i	0	0.0%	-0.2	1587
CCn1c(C)nc2cc(C(N)=O)ccc21	0.67	-0.1	1.1	-1.1	.	.	.	i	-5%	3	819	2%	.	.	.	0.32	919
O=c1cc(O)c2c(=O)n(-c3ccccc3)c3ccccc3c2o1	-0.38	-0.14	-0.22	1.2	2.7	2.3	9.7	i	-3%	.	.	-3%	i	7	-0.2%	1.4	1230
COc1ccc(CCn2c(C)cc(C(=O)CCl)c2C)cc1OC	-3.7*	0.94*	-1.8*	-0.54*	7.4	3.7	3.8	?	36%	3	655	-7%	i	2	-3.8%	0.12	1220
C=CCc1cccc(/C=C/c2cc(=O)c3ccccc3[nH]2)c1O	2	-0.22	0.88	-0.82	5.2	1.4	8.0	i	-3%	-2	636	11%	i	-9	-1.5%	-0.61	928
Cc1ccsc1C(=O)NNC(=O)C1CCCCC1C(=O)O (centres undefined)	0.05	0.14	-0.28	-0.69	4.7	2.6	9.2	i	27%	-1	714	1%	i	-3	-1.9%	.	.
O=C(O)CNS(=O)(=O)c1ccc(C2CCCCC2)cc1	0.16	-0.28	-0.046	-1	3.0	1.8	1.6	i	-3%	6	674	0%	i	0	-0.9%	-0.26	1622
CCn1c(SCC(=O)Nc2ccccc2)nc2nc3c(cc2c1=O)COC(C)(C)C3	0.39	-0.16	0.66	-1.3	.	.	.	i	11%	1	748	9%	.	.	.	-0.06	1098
O=C(NCCOc1ccc(F)cc1)c1ccccc1SCc1ccccc1	-0.39	-0.26	-0.041	-0.1	2.5	2.8	8.9	i	1%	33	609	16%	i	-2	-1.2%	.	.
Cc1ccc(S(=O)(=O)Nc2nc(C)c(NC(=O)Nc3ccc(Cl)cc3Cl)s2)cc1	0.3	0.042	0.71	0.95	4.2	1.8	5.7	i	13%	.	.	14%	i	20	-3.1%	-0.34	1486
COc1ccc(-n2c(C)cc(/C=C3/SC(=O)N(CC(=O)N4CCOCC4)C3=O)c2C)cc1	1.7	-0.1	0.75	-1.9	4.0	2.0	8.4	i	3%	-7	677	-3%	i	15	-2.5%	-0.62	1238
COC(=O)COc1ccc(S(=O)(=O)NCCC2=CCCCC2)cc1	-1.1	-0.22	-0.94	-0.19	3.1	1.7	5.3	i	6%	24	633	-1%	i	2	-2.0%	-0.21	1868
CCn1c(SCC(=O)NCCc2ccc(F)cc2)nnc1-c1cccs1	-1.3	3	-0.14	0.38	4.4	1.1	1.8	i	3%	.	.	-4%	i	-17	-1.3%	0.11	1723
C=CCNc1nc2ccccc2nc1NS(=O)(=O)c1cccs1	-0.49	-0.2	0.16	-0.26	3.5	1.4	7.3	i	25%	7	742	12%	i	-2	0.6%	1.5	741
Cc1ccc(S(=O)(=O)N(CC(O)CN2CCOCC2)c2cc(Cl)ccc2Cl)cc1 (centres undefined)	-1.1	-0.22	-0.17	0.55	2.4	1.3	6.1	i	0%	0	696	-3%	i	-4	-2.3%	-1.1	1291
O=C(Cc1ccccc1)NNC1CC(=O)N(c2ccc(Oc3ccccc3)cc2)C1=O (centres undefined)	0.8	-0.21	0.29	-1	.	.	.	i	-8%	3	692	5%	.	.	.	-0.17	1008
Cc1ccc(NC(=S)Nc2ccc3[nH]c(=O)[nH]c3c2)cc1	0.4	-0.26	0.11	-0.095	.	.	.	i	9%	12	786	15%	.	.	.	-0.55	1164
Cc1csc2ncc(C(=O)NCc3ccc4c(c3)OCO4)c(=O)n12	.	.	.	.	.	.	.	i	.	-1	681	.	.	.	-0.4%	0.07	1747
Cc1ccc(Cn2nnc(C(=O)Nc3cc(C)ccc3C)c2N)cc1	0.93	0.015	1	0.33	2.5	1.4	6.0	i	-7%	-30	750	1%	i	-3	-0.1%	.	.
O=C(NCc1cccnc1)C1CCCCN1S(=O)(=O)c1ccc(F)cc1 (centres undefined)	-0.47	-0.18	0.069	-0.0029	1.7	1.7	6.2	i	-9%	.	.	1%	.	.	-1.0%	0.17	1471
O=c1oc2ccccc2n1CCn1c2ccccc2c2nc3ccccc3nc21	0.12	0.26	0.76	-0.7	3.5	0.7	28	i	2%	-18	720	8%	i	0	-2.5%	-0.55	1803
CCC(Cc1ccccc1)NC(=O)CN1C(=O)CSc2ncccc21 (centres undefined)	0.098	-0.22	0.25	0.49	4.2	2.0	9.2	i	-9%	6	674	7%	i	2	-0.6%	-0.33	1942
O=C(Oc1ccc(NC(=O)c2cc3c(cc2Br)OCO3)cc1)c1ccccc1	0.48	-0.19	0.098	-0.34	.	.	.	i	8%	19	832	7%	.	.	.	0.58	1149
C=CCNC(=O)COC(=O)c1ccc(Cl)c(S(=O)(=O)N(Cc2ccccc2)c2ccccc2)c1	0.79	-0.27	0.34	-0.48	3.2	3.2	8.4	i	9%	17	597	3%	i	18	-2.8%	1.5	1575
C=CCN1C(=O)CN=C1Nc1cc(C)ccc1C	-1.5	-0.29	-0.62	0.44	4.7	3.3	6.1	i	-3%	.	.	-2%	i	17	-0.3%	-0.37	1047
CC(=O)c1cc2c(cc1NC(=O)C1CC=CCC1C(=O)O)OCO2 (centres undefined)	2.4	0.2	1.9	-2.7	2.9	1.8	5.4	i	46%	-5	694	4%	i	-3	-2.2%	0.36	1260
CC(=O)N1N=C(c2ccc(C)o2)CC1c1cccc(F)c1 (centres undefined)	-0.55	-0.26	-0.53	0.36	1.9	1.2	5.4	i	18%	1	659	1%	i	6	0.0%	-0.04	1507
O=C1c2ccccc2C(=O)N1CCCCCc1nc(-c2ccccc2)no1	-0.56	-0.22	-0.92	1.2	2.1	0.9	9.1	i	0%	6	676	-2%	i	6	0.7%	0.3	1314
CCC(C(=O)OCCOCCN(CC)CC)c1ccccc1 (centres undefined)	0.22	-0.18	-0.0051	-0.051	.	.	.	i	-2%	1	758	-3%	.	.	.	0.28	1117
O=C(C1CCCN(Cc2ccccc2C(F)(F)F)C1)N1CCCCC1 (centres undefined)	0.077	0.059	-0.54	0.16	3.2	1.6	4.0	i	8%	.	.	7%	i	10	-1.0%	-0.92	1549
Cc1ccc(NC(=S)NNC(=S)Nc2ccc(C)cc2C)cc1	3.4	-0.18	1	-1.4	9.8*	47*	35*	i	4%	?	.	8%	i	42	-2.0%	-0.82	943

Compound activity (PubChem)
